DENV2 CPE: protects cells from dengue virus 2 cytopathic effect; DENV2-infected cells, cytopathic effect rescue, plate reader; AID 651640; CPE inhibition, % at 9.99 µM; 350,000 compounds, 1.7% hits; in the data active = CPE inhibition above about 20%, passing the limit was not always enough; tested in BHK-21 cells;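 also: 0% = median of neutral control wells and 100% = median of positive control wells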
F508del corr: CFTR F508del correction in bronchial cells | 350,000 compounds, 0.36% hits | AID 720511 | CFBE cells, YFP halide quenching; stimulated with forskolin plus potentiator P3; % fluorescence drop versus neutral controls | activity (quench increase), % at 7.58 µM;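 active = mean added fluorescence quench of at least 8% versus neutral control, with both replicates also reaching 8%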;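 also: cells transiently co-express mutant CFTR-F508del with the halide-sensitive YFP; corrector assay measuring rescue of mutant channel to the surface after 24 h compound exposure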
SIRT5 block: inhibitors of human sirtuin-5 desuccinylase | Q9NXA8 | Purified SirT5, succinyl-peptide AMC, trypsin-coupled fluorescence | inhibition, % at 15 µM | 330,000 compounds, 1.1% hits | AID 652115; in the data active = inhibition above about 15%
miR-122 sensor: blocks miR-122 activity in Huh7 sensor cells | 340,000 compounds, 0.3% hits | activation (reporter increase), % at 12.5 µM | Huh7 miR-122 Renilla luciferase sensor, 48 h; neutral wells = 0, positive control = 100 | AID 602342;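 active = mean replicate activation score at least 90 and every replicate individually at or above 90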;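 also: higher luciferase means less miR-122 activity so hits act as miR-122 inhibitors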
ERAP1 inh: inhibitors of human ERAP1 aminopeptidase; Q9NZ08; recombinant ERAP1, Leu-AMC fluorescence, 60 min; inhibition, % at 10.7 µM; 340,000 compounds, 0.15% hits;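 active = mean replicate inhibition of at least 30%, or all replicates individually reaching that 30% level; inactive = mean below 30% and not every replicate reaching it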;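 also: 0% = neutral control wells and 100% = L-leucinethiol positive control wells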
Target sequence (Q9NZ08 whole entry, looked up): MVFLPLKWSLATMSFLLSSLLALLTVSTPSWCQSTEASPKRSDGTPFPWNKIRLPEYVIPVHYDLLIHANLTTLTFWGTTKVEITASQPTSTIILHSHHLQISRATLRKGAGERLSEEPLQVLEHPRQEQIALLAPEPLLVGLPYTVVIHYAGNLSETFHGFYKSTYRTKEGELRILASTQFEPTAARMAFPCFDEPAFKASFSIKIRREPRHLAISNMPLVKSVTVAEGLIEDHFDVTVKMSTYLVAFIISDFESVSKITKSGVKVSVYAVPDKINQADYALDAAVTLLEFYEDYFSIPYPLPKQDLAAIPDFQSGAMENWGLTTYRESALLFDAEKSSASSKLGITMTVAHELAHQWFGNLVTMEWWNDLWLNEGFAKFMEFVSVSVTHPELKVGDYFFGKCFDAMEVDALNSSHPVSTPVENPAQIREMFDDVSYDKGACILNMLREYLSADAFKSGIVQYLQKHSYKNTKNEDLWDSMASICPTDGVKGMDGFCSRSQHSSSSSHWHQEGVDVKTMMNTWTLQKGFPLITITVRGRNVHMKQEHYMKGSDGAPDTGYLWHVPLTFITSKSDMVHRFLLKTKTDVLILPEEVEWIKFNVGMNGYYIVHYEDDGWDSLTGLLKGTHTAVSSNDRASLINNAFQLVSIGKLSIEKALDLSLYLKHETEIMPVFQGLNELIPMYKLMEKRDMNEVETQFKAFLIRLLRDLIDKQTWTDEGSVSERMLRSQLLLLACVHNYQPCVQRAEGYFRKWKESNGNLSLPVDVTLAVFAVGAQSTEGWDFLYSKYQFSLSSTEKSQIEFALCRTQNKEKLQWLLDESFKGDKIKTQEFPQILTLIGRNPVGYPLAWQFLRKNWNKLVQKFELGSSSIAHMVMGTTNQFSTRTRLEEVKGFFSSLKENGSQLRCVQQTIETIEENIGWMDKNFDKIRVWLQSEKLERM
Casp6 inh: blocks human caspase-6 cleavage activity | P55212 | purified caspase-6, Z-VEID-R110 cleavage fluorescence | inhibition, % at 12.5 µM | 350,000 compounds, 0.53% hits;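 active = mean inhibition across replicates at least about 35%, with every replicate also reaching that limit, limit read from the data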;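 also: 0% = median of neutral control wells and 100% = no fluorescence left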
ERp5 block: ERp5 (human) disulfide isomerase inhibition | 350,000 compounds, 0.05% hits | ERp5 insulin aggregation, absorbance 650 nm, 90 min | Q15084 | AID 651711 | inhibition, % at 9.99 µM;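 active = mean replicate inhibition above about 25%, with every replicate also reaching it, limit read from the data, passing the limit was not always enough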
Active calls of the source: *; · = not tested or not shown; [ ] = another dose, or the depositor's remark.

Results follow in this order: DENV2 CPE, F508del corr, SIRT5 block, miR-122 sensor, ERAP1 inh, Casp6 inh, ERp5 block
> CCOC(=O)C1=CCC(c2ccc(CC)cc2)N(S(=O)(=O)c2ccc(C)cc2)C1 (stereo not given)
 : -2, -5.2, ·, 60, 2, -3, -3
> C[C@H](CO)N1C[C@H](C)[C@@H](CN(C)S(=O)(=O)c2cccs2)OCCCC[C@H](C)Oc2ccc(NC(=O)CCCN(C)C)cc2C1=O
 : -1, -1.6, -3, 0[16.7 µM], 0, -2, 5
> C[C@@H]1CN([C@H](C)CO)C(=O)c2cc(C#CCC3CCCC3)cnc2O[C@H]1CN(C)S(=O)(=O)c1cccs1
 : 5, -3.2, 8, ·, ·, ·, -2
> O=C([C@H]1[C@H](CO)[C@H]2Cn3c(ccc(C4=CCCCC4)c3=O)[C@H]2N1Cc1nccs1)N1CCOCC1
 : 1, -0.2, -15, 1[16.7 µM], 5, 1, -7
> CCN(CC)S(=O)(=O)c1ccc(S(=O)(=O)Nc2c(C)nn(C)c2C)cc1
 : -12, 0.0, -1, 4, 0, 2, -7
> CC(=O)Nc1ccc(Br)c(Cl)c1
 : -5, 0.2, -7, 1, ·, -2, 2
> COc1ccc(CN(C)C[C@H]2OCCCC[C@H](C)Oc3ccc(NC(=O)NC(C)C)cc3C(=O)N([C@@H](C)CO)C[C@@H]2C)cc1
 : 4, 0.6, -3, -1[16.7 µM], -1, 2, -2
> CC12CCC(C(=O)N(NC(=O)c3ccccc3Cl)C1=O)C2(C)C (stereo not given)
 : 10, ·, 2, 4, -3, 7, -1
> C[C@@H]1CN([C@H](C)CO)C(=O)c2cc(NC(=O)Nc3ccc4c(c3)OCO4)ccc2O[C@@H]1CN(C)Cc1ccccc1
 : -10, 1.4, 3, -5[16.7 µM], -1, 3, 0
> COc1ccc(Cl)cc1S(=O)(=O)Nc1ncn[nH]1
 : 5, -1.4, -6, 1, -3, -4, 1
> CC/C(=N\NC(=O)c1cccnc1)c1ccc2c(c1)OCCO2
 : 1, 0.9, 0, -2, -1, 0, 1
> COc1cccc(C(=O)NCCNC(=O)c2ccccn2)c1
 : 8, -3.5, 9, -5, -4, 1, -1
> COCC#Cc1cnc2c(c1)C(=O)N([C@H](C)CO)C[C@H](C)[C@@H](CN(C)C(=O)Nc1cccc(F)c1)O2
 : 4, 0.1, -5, -21[16.7 µM], 1, 3, -3
> Cc1ccc(-c2cnc3c(c2)C(=O)N([C@@H](C)CO)C[C@H](C)[C@H](CN(C)C(=O)c2cccnc2)O3)cc1
 : 19, 1.8, 1, -6[16.7 µM], 2, 0, 1
> CN(C)CCCNc1cc(-c2ccccc2)nc2cc(-c3cccc(F)c3)nn12
 : -15, -8.0, -19, -4, 18, -3, 6

Carrying on.
Results follow in this order: DENV2 CPE, F508del corr, SIRT5 block, miR-122 sensor, ERAP1 inh, Casp6 inh, ERp5 block
> COc1ccc(CN(C)C[C@H]2Oc3ccc(NS(C)(=O)=O)cc3C(=O)N([C@H](C)CO)C[C@H]2C)cc1
 : -4, -2.0, -2, 2[16.7 µM], -1, -3, -5
> CN1CCN(C(=O)c2ccc(-c3ccc(Br)cc3)o2)CC1
 : -4, 2.4, 4, ·, 3, -2, -7
> CCCNC(=O)N(C)C[C@@H]1Oc2cc(C#CCN(C)C)ccc2S(=O)(=O)N([C@@H](C)CO)C[C@H]1C
 : -1, 0.7, 9, 1[16.7 µM], -4, -13, -2
> CC(C)CC#Cc1ccc([C@@H]2[C@H](CO)N3C(=O)CN(C(=O)Cc4ccccc4)C[C@@H]23)cc1
 : -5, 0.6, -2, ·, 6, 1, 8
> COc1cc(/C=C2\SC(N)=NC2=O)cc(Br)c1O
 : -1, -0.2, 5, -3, -4, 0, -5
> FC(F)(F)c1ccccc1Cc1c(-c2cccc(Cl)c2)nc2ccc(Cl)cn12
 : 4, 0.3, -1, -6, -1, 5, -3
> CC(C)Cn1c(SCC(=O)N2CCc3ccccc3C2)nc(O)cc1=O
 : -4, -1.0, -2, -3, 0, 3, 7
> CCN1CCN(CC(O)COc2ccc(C)c(C)c2)CC1 (stereo not given)
 : 0, 0.7, ·, -6, -2, -7, -1
> Cc1cccc(-c2nsc(SCC(=O)c3ccc(Cl)cc3)n2)c1
 : 5, ·, 1, ·, -1, 0, 7
> N/C(=N\OC(=O)c1ccco1)c1cccc([N+](=O)[O-])c1
 : 10, -0.5, -1, ·, 1, 2, 1
> CS(=O)(=O)Nc1ccc(C2=NN(C(=O)c3ccco3)C(c3ccccc3F)C2)cc1 (stereo not given)
 : 4, -0.3, 0, ·, 6, 1, 3
> CC(=O)Nc1ccccc1/C=C/c1ccc2c(C)ccc(O)c2n1
 : 1, ·, 1, ·, -6, -1, 6
> C[C@@H]1CN([C@H](C)CO)C(=O)c2cccc(NC(=O)C3CC3)c2O[C@H]1CN(C)Cc1ccccc1
 : 4, 2.9, 1, 4[16.7 µM], 1, 2, 1
> Cc1cc(NC(=O)c2ccccc2)ncc1NC(=O)c1cccs1
 : -3, 2.3, -1, 1, 0, 1, -2
> Cc1ccc(CC(SCc2ccccc2)C(=O)O)cc1C (stereo not given)
 : 12, 1.4, ·, ·, 2, 0, -3

More compounds:
Results follow in this order: DENV2 CPE, F508del corr, SIRT5 block, miR-122 sensor, ERAP1 inh, Casp6 inh, ERp5 block
> COc1cccc(NC(=O)c2cc(-c3ccccn3)nc3ccccc23)c1
 : 3, 0.3, -2, 8, -2, -1, -2
> COc1ccc(CCNC(=O)CCc2nc3ccccc3[nH]2)cc1OC
 : 0, -3.0, -3, -3, ·, -1, 3
> O=C(/C=C/c1ccc[nH]1)c1ccc(F)cc1
 : -10, 1.3, -5, ·, -7, 3, 1
> COc1ccc(N2CCN(C3CCN(S(=O)(=O)c4ccc(F)cc4)CC3)CC2)cc1
 : 11, 0.3, -1, -5, 8, -2, 6
> N#CCC(=O)Nc1ccc(C(=O)Nc2cccc(S(N)(=O)=O)c2)cc1
 : -3, -0.6, -1, -4, -2, 2, -4
> CCCCC1CCC(C(=O)N(CCC(C)C)c2c(N)n(CCCC)c(=O)[nH]c2=O)CC1 (stereo not given)
 : 7, -4.5, 0, 7, 0, -3, -1
> COc1ccc(C(=O)N2N=C(c3cccc(NS(C)(=O)=O)c3)CC2c2cccs2)cc1 (stereo not given)
 : 3, -0.6, -1, ·, 0, 2, 0
> CC(=O)N(C)C[C@H]1Oc2cc(-c3ccc(C#N)cc3)ccc2S(=O)(=O)N([C@H](C)CO)C[C@H]1C
 : 6, 0.4, 0, -28[16.7 µM], 4, -3, 1
> O=C(Nc1ccc(CN2CCCCC2)cc1)c1c(F)c(F)c(F)c(F)c1F
 : 0, 3.1, 2, 8, 0, 0, -1
> O=C(Nc1cccc(S(=O)(=O)NC2=NCCC2)c1)c1cc(-c2ccccn2)nc2ccccc12
 : 5, -1.2, -9, 8, -2, 1, 3
> CCOC(=O)N1CCN(C(=O)COc2ccccc2[N+](=O)[O-])CC1
 : 0, 0.0, 2, 0, -1, 1, 4
> C[C@@H]1CCCCO[C@H](CN(C)S(=O)(=O)c2cccs2)[C@@H](C)CN([C@@H](C)CO)C(=O)c2cc(NC(=O)Nc3ccc(F)cc3)ccc2O1
 : -9, -1.3, 3, 20[16.7 µM], 3, 0, 3
> COc1ccc(C(=O)C(C)OC(=O)C2CC3CCCC(C2)C3=O)cc1 (stereo not given)
 : -2, 0.4, ·, 1, 2, -2, 3
> C[C@H](CO)N1C[C@H](C)[C@H](CN(C)S(=O)(=O)c2ccc(Cl)cc2)Oc2c(NS(=O)(=O)c3ccc(F)cc3)cccc2C1=O
 : 19, -3.9, 2, -5[16.7 µM], 0, -2, 5
> CN(C)C(=O)c1ccc(-c2ccccc2[C@@H]2[C@@H](C#N)N(C(=O)C3CCC3)[C@H]2CO)cc1
 : 16, 0.5, 1, ·, -2, -1, -2

Of the compounds above, these have an aryl thioether with sulfur outside any ring:
Results follow in this order: DENV2 CPE, F508del corr, SIRT5 block, miR-122 sensor, ERAP1 inh, Casp6 inh, ERp5 block
> CC(C)Cn1c(SCC(=O)N2CCc3ccccc3C2)nc(O)cc1=O
 : -4, -1.0, -2, -3, 0, 3, 7
> Cc1cccc(-c2nsc(SCC(=O)c3ccc(Cl)cc3)n2)c1
 : 5, ·, 1, ·, -1, 0, 7

Going on with the list:
Results follow in this order: DENV2 CPE, F508del corr, SIRT5 block, miR-122 sensor, ERAP1 inh, Casp6 inh, ERp5 block
> CN(C)CCN(C)Cc1c2ccccc2c(CN(C)CCN(C)C)c2ccccc12
 : 1, -3.9, -4, -1, 1, -38, 1
> CS(=O)(=O)NN1C(=O)c2ccccc2NC1c1ccccc1F (stereo not given)
 : -6, -4.4, -13, -5, 4, 0, -1
> CCCNC(=O)Nc1ccc2c(c1)C(=O)N(C)[C@H]1CC[C@@H](CC(=O)NCc3ccccc3)O[C@H]1CO2
 : 14, 0.3, -3, 25[16.7 µM], ·, ·, 3
> O=C(CSCc1cc(=O)n2nc(C3CC3)sc2n1)Nc1ccc(F)cc1
 : -4, 0.0, -9, -10, 4, 0, -3
> CCCN(Cc1ccc(C)cc1)C(=O)c1ccc(CNS(=O)(=O)c2ccc(C(C)=O)cc2)cc1
 : 0, 2.1, 3, ·, 0, 2, 3
> CCC(=O)c1ccc(Oc2nc3c(c(=O)n(C)c(=O)n3C)n2CC)cc1
 : -3, -1.2, -5, 0, -2, 4, 1
> CC1CN(C(=O)c2cc(S(=O)(=O)N3CCCCC3)ccc2Cl)CC(C)O1 (stereo not given)
 : -3, 0.1, -1, -1, 1, -39, -3
> O=C(COC(=O)c1cncc(Br)c1)Nc1ccc2c(c1)OCO2
 : ·, -1.9, 8, ·, -1, 7, -2
> O=C(Cc1ccc2ccccc2c1)NC(Cc1ccccc1)C(=O)O (stereo not given)
 : -4, 4.1, 4, -5, -3, 2, -2
> COc1ccc(CNC(=O)c2cc3c(s2)CN(Cc2ccccc2)C3)cc1
 : 15, -1.7, -3, -1, 1, -7, 4
> CCN1CCN(c2ccc(S(=O)(=O)N3CCCCC3)cc2NC(=O)c2cccc(NC(C)=O)c2)CC1
 : 10, 1.1, -3, ·, -2, -102, 8
> Cc1cc(-n2cnnn2)ccc1C(C)C
 : -3, 1.0, 2, 7, 2, -2, 1
> CC1CCCCC1NC(=O)COC(=O)c1c2c(nc3ccccc13)/C(=C/c1ccco1)CC2 (stereo not given)
 : 4, 0.5, 1, ·, 2, 11, 0
> O=C(CN(C(=O)c1csnn1)c1cccc(Cl)c1)NC1CCCC1
 : -1, 1.4, -3, ·, 0, -4, 2
> CCN(CC)S(=O)(=O)c1ccc(NC2c3ccccc3C(=O)N2Cc2ccco2)cc1 (stereo not given)
 : -5, -0.6, -4, ·, 0, -2, 3

Remaining list, next part:
Results follow in this order: DENV2 CPE, F508del corr, SIRT5 block, miR-122 sensor, ERAP1 inh, Casp6 inh, ERp5 block
> c1ccc2c(-c3cccc4nccn34)cncc2c1
 : 2, -0.4, 0, -1, 1, 1, -2
> COC(=O)c1ncccc1SC
 : -2, -2.0, -2, -1, 6, 2, 4
> C[C@H](O)[C@@H]1C(=O)N2CCc3c([nH]c4cccc(-c5ccccc5)c34)[C@@H]2C[C@@H]1N(C)C(=O)c1ccco1
 : -15, -0.3, -3, ·, -2, 0, -3
> COc1ccc(NC(=O)/C(C#N)=C\c2ccc(Br)o2)cc1
 : 11, -0.4, -6, ·, 6, 45*, -1
> CNC(=O)C[C@H]1CC[C@@H]2[C@@H](COc3ccc(NC(=O)C(C)C)cc3C(=O)N2C)O1
 : 15, -4.1, ·, -43[16.7 µM], ·, ·, ·
> COC(=O)c1ccc(COc2ccccc2/C=C/C(=O)c2ccc(OCC(=O)O)cc2)cc1
 : 3, -2.5, 0, 9, 3, 6, -16
> O=C(NCCNc1ccc([N+](=O)[O-])cc1C(F)(F)F)c1ccccc1
 : -9, -1.8, 1, ·, 6, 0, 2
> CCOC(=O)C1=C(C)N=C2c3ccccc3C(=O)C2C1c1ccc(C)cc1 (stereo not given)
 : ·, ·, 3, -3, 10, 3, 15

Compound activity (PubChem)
